# High-throughput results deposited in PubChem BioAssay by several laboratories.
# Tn7 DDE FP: inhibitors of Tn7 peptide binding to human fibrin DD(E); P02675; 370,000 tested, 0.13% active; FP displacement of FITC-Tn7 peptide from fibrin DD(E); 0% = median of compound wells per plate; inhibition, % at 8.3 µM;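 active = inhibition above the mean of compounds falling within the control limits plus 3 SD of them, cut at about 14% in these data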;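 also: 0% = plate median of compound wells and 100% = 10 µM Aha-Tn7 peptide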
#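 Assay system: Human fibrin DD(E) protein | Medium: Tris buffer with calcium and detergent, pH 7.8 | Reagent: 0.1 µM fluorescent Tn7 | Compound dosing: Single point at 8.3 µM | Times: 10 min preincubation, 3 h with tracer, room temperature | Detection: Fluorescence polarization of the labelled Tn7 tracer | Controls: Aha-Tn7 high control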
# sPLA2-III inh: Inhibits HGIII-sPLA2 liposome hydrolysis, primary screen; Q9NZ20; QFRET BODIPY PC-A2 liposome hydrolysis, fluorescence; inhibition, % at 12.2 µM; 370,000 tested, 0.56% active; AID 743126;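 active = inhibition above mean plus 3 SD of compounds lying within the high and low control bounds, cut at about 19% in these data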;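 also: 0% = median of test compound wells and 100% = no enzyme DMSO wells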
# PLC-gamma1 inh: blocks human PLC-gamma1 enzyme activity; P19174; purified PLC-gamma1, fluorogenic substrate, fluorescence; inhibition, % at 12.2 µM; 370,000 tested, 0.84% active; AID 720700; in the data active = inhibition above about 9.5%
# PLC-beta3 inh: PLC-beta3 (human) inhibition, primary screen | Q01970 | Purified PLC-beta3, fluorogenic substrate, fluorescence | 370,000 tested, 0.18% active | inhibition, % at 12.2 µM; in the data active = inhibition above about 11%;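 also: 0% = median of compound wells on plate and 100% = full blocker control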
# KLK7 zymogen act: proKLK7 (human) activation, primary screen; P49862; purified proKLK7, EDANS-DABCYL substrate fluorescence; 100% is mature enzyme control, 0% vehicle; activation, % at 7 µM; 370,000 tested, 0.9% active; AID 652039;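 active = activation above the mean of all tested compounds plus 3 SD, computed per campaign excluding outliers beyond control limits, cut at about 13% in these data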
# Target sequence (P49862 whole entry, looked up): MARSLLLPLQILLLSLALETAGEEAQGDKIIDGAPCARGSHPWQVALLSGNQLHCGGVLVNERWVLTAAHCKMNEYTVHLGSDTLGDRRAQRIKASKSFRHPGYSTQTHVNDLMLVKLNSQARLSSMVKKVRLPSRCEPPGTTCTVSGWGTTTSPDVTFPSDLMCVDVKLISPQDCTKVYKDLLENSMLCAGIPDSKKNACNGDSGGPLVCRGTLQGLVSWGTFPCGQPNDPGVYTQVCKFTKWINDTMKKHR
# Rev-erbA mod: Rev-erb alpha (human) modulation; Rev-erbα–FITC-DNA binding, fluorescence polarization, 90 min; AID 1259318; activity, % at 10 µM; 370,000 tested, 0.79% active;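 active = activity above about 14%, limit read from the data; passing the limit was not always enough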;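 also: 0% = DMSO wells with 35 nM protein and 100% = DMSO wells with 750 nM protein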
# ASAP1 GAP inh: inhibitors of human ASAP1 ArfGAP activity | ASAP1-stimulated ARF1 GTP hydrolysis, GDP FP detection | 360,000 tested, 0.19% active | inhibition, % at 16.5 µM | Q9ULH1; in the data active = inhibition above about 25%;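 also: 0% = vehicle with enzyme and substrate and 100% = no enzyme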
# ARFGAP1 inhibitor: rat ARFGAP1 inhibition; Arfgap1-stimulated ARF1 GTP hydrolysis, GDP FP detection; AID 651572; inhibition, % at 16.5 µM; 360,000 tested, 0.26% active; Q62848;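 active = inhibition above a per-plate limit, mean inhibition of low control wells plus 3 SD, cut at about 25% in these data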;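 also: 0% = DMSO wells with enzyme and 100% = wells lacking Arfgap1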
#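 Material: rat Arfgap1 GAP domain (His6, aa 1-136), purified enzyme. Also added: human ARF1(Δ1-17)-GTP substrate. Compound dosing: 16.5 µM single point, 1.26% DMSO. Timing: enzyme reaction 120 min at 25 °C after 20 min preincubation. Signal: GDP detection by fluorescence polarization. Read-out basis: percent inhibition of GAP-stimulated GDP formation, scaled between DMSO and no-Arfgap1 medians.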
# DDE Tn6 FP inh: DD(E)-Tn6 binding inhibition, primary FP screen; Fibrin DD(E) TRITC-Tn6 fluorescence polarization displacement; inhibition, % at 8.3 µM; 370,000 tested, 0.21% active; AID 720509;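 active = inhibition above a per-campaign cutoff: mean of compounds within control limits plus 3 SD, cut at about 15% in these data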;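 also: 0% = median of all compound wells on the plate and 100% = blocking peptide control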
# UHRF1 MBD2 ctr: UHRF1 methyl-DNA binding inhibition; Q96T88; UHRF1 binding to methylated oligo, TR-FRET; inhibition, % at 4.4 µM; 370,000 tested, 0.75% active; AID 687016; in the data active = inhibition above about 21%;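 also: UHRF1 SRA domain binding a hemimethylated CpG hairpin DNA probe; 0% = median of test compound wells and 100% = reference inhibitor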
# Target sequence (Q96T88 whole entry, looked up, the tested form may be a part): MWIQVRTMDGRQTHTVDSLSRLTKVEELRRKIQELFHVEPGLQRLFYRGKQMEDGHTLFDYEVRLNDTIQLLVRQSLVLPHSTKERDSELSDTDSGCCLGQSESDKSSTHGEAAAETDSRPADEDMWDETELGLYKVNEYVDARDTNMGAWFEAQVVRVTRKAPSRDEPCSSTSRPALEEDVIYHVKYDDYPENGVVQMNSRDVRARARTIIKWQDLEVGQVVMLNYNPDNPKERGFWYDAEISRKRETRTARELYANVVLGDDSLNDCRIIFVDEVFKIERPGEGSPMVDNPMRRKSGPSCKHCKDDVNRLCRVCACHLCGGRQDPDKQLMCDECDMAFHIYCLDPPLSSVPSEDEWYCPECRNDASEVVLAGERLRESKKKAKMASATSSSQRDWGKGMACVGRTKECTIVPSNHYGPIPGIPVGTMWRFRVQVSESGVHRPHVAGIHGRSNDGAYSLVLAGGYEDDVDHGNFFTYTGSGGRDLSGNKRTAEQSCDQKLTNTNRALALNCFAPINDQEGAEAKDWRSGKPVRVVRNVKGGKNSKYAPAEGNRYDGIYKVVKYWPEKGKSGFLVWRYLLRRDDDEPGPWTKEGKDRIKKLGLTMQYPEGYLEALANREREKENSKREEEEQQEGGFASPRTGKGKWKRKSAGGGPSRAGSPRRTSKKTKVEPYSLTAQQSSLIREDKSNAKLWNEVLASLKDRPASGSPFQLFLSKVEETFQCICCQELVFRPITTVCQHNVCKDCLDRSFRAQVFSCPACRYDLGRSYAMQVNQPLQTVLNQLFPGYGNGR
# An asterisk follows results filed as active; i = inactive; x = not tested or not shown.
(1) Cc1nn2c(NCc3ccccn3)cc(C(C)C)nc2c1-c1ccccc1
(2) COc1ccc(CNC(=O)C2CCN(C(=O)Cc3ccccc3)CC2)cc1
(3) CCOC(=O)N1CCN(C(=O)COc2ccc(S(=O)(=O)NC(C)C)cc2)CC1
(4) CCc1nc(SCc2cc(Cl)ccc2OC)n[nH]1
(5) Cc1cccc(-n2nc([N+](=O)[O-])c(N3CCN(C(=O)c4ccco4)CC3)[n+]2[O-])c1
(6) O=C(NCc1ccccc1F)c1ccncc1
(7) CCCNC(=O)c1ccc2c(=O)c(O)c(-c3cccc(Br)c3)[nH]c2c1
(8) O=C(CSc1nnnn1-c1ccccc1)NCc1ccco1
assay / compound,1,2,3,4,5,6,7,8
Tn7 DDE FP,-4,2,3,3,0,0,-6,4
sPLA2-III inh,12,2,0,0,8,2,20*,-1
PLC-gamma1 inh,-49,3,2,6,-1,0,i,-4
PLC-beta3 inh,-72,-3,2,4,-5,-5,i,-1
KLK7 zymogen act,0.8,0.1,-0.9,0.5,-0.1,0.1,-104,0.5
Rev-erbA mod,-3,-2,0,-2,1,-6,4,0
ASAP1 GAP inh,5,6,-6,5,15,-18,1,9
ARFGAP1 inhibitor,6,8,-1,9,-12,-12,-1,11
DDE Tn6 FP inh,3,4,-6,4,2,0,-7,-2
UHRF1 MBD2 ctr,-3,0,4,1,-1,-3,0,-1

(9) c1ccc2c(c1)sc1nnnn12
(10) COc1ccc2c(C)c(CC(=O)N3C[C@H]4C[C@@H](C3)c3cccc(=O)n3C4)c(=O)oc2c1OC
(11) CCN(CC(=O)Nc1c(F)cccc1F)C(=O)c1ccc(OCC(=O)N2CCOCC2)c(OC)c1
(12) Cc1nc2c3cc(Cl)ccc3n(CCN3CCCCC3)c2s1
(13) Cc1cc2oc(C(=O)NCc3ccncc3)c(C)c2cc1C
(14) COC(=O)c1ccc(NC(=S)Nc2ccc3ccccc3c2)cc1
(15) Cc1c(C(=O)NC(C)C)sc2ncn(CC(=O)N3CCC(C)CC3)c(=O)c12
(16) CC(C)c1ccc(NC(=O)CSc2nc3ccsc3c(=O)n2Cc2ccc(C(=O)O)cc2)cc1
assay / compound,9,10,11,12,13,14,15,16
Tn7 DDE FP,3,5,1,8,5,2,-5,2
sPLA2-III inh,1,-2,3,5,6,-3,-2,-9
PLC-gamma1 inh,-1,-479,4,8,0,-15,5,-2
PLC-beta3 inh,-2,i,5,2,0,-19,3,-12
KLK7 zymogen act,-0.1,9.6,0.1,-0.1,-0.3,-1.3,-0.1,0.3
Rev-erbA mod,-4,-4,1,-1,0,3,-5,-5
ASAP1 GAP inh,15,-2,12,13,2,-5,-4,5
ARFGAP1 inhibitor,5,-9,8,14,-1,-7,-5,1
DDE Tn6 FP inh,1,4,1,-2,-1,7,3,-8
UHRF1 MBD2 ctr,1,0,3,3,1,-1,1,6

(17) NC(=O)c1ccc(N2CCNC(=O)C2)c([N+](=O)[O-])c1
(18) Cc1c(N=C(N)/N=C(\N)Nc2ccc(Br)cc2)c(=O)n(-c2ccccc2)n1C
(19) CCOC(=O)[C@@]12CCCC3=C1N(CCC3)C(=O)[C@H]2CC(=O)N1CCN(C(=O)c2ccco2)CC1
(20) COc1ccc(C2=NOC(C(=O)NCc3cccnc3)C2)cc1OC (stereo not drawn)
(21) c1ccc(-c2nnsc2-c2ncc[nH]2)cc1
(22) COc1cc(/C=N/NC(=O)CC2C(=O)NN=C2C)ccc1O (stereo not drawn)
(23) O=C(c1nc2ncccn2n1)N1CCc2ccccc2C1
(24) Cc1cc(C)c(S(=O)(=O)c2cc(F)ccc2C)c(=O)[nH]1
assay / compound,17,18,19,20,21,22,23,24
Tn7 DDE FP,-1,4,3,-2,0,-2,-9,-3
sPLA2-III inh,1,9,5,2,2,3,3,2
PLC-gamma1 inh,-3,-1,1,4,2,-2,0,1
PLC-beta3 inh,-4,-2,4,0,0,-1,-1,-6
KLK7 zymogen act,-0.3,-0.1,-0.5,0.3,0.0,-4.1,-0.3,0.4
Rev-erbA mod,-3,5,-1,-3,3,-2,-1,2
ASAP1 GAP inh,-11,-10,x,-7,-7,10,-2,5
ARFGAP1 inhibitor,4,-5,x,11,-6,3,-12,-6
DDE Tn6 FP inh,4,-6,-1,1,5,-3,1,3
UHRF1 MBD2 ctr,-3,3,-1,0,-1,-2,-2,0

(25) CCC(=O)Nc1nnc(-c2ccc(OC)cc2)o1
(26) Cc1c(O)cc2n(c1=O)-c1ccccc1C2(C)C
(27) COc1cccc(NC(=O)CN(C)C(=O)CSCC(=O)Nc2ccc(C)cc2)c1
(28) Cn1c(/N=C/c2ccccc2[N+](=O)[O-])nc2ccccc21
(29) CC(C)(C)c1ccc(C(=O)NCC(=O)OCCN2C(=O)c3ccccc3C2=O)cc1
(30) CC(C)Sc1ccccc1C(=O)Nc1ccc2c(c1)n(C)c(=O)n2C
(31) CCOC(=O)NCc1ccc2c(c1)OCO2
(32) O=C(Nc1ccc(F)c(Cl)c1)Nn1cnnc1
assay / compound,25,26,27,28,29,30,31,32
Tn7 DDE FP,4,2,1,-5,-8,-3,6,-7
sPLA2-III inh,5,1,-6,-3,-8,6,2,7
PLC-gamma1 inh,2,-1,-4,-1,-1,5,1,3
PLC-beta3 inh,-44,1,-3,-8,4,-7,4,-6
KLK7 zymogen act,-0.2,-0.3,-0.5,0.0,-0.2,-0.1,-0.7,0.0
Rev-erbA mod,1,-3,4,-4,1,-3,0,-10
ASAP1 GAP inh,0,-7,-1,1,6,9,-7,-5
ARFGAP1 inhibitor,3,2,-8,7,14,-1,7,2
DDE Tn6 FP inh,-5,4,4,6,0,4,1,0
UHRF1 MBD2 ctr,1,-3,29*,-4,0,3,-3,0

# Compounds shown so far with an aryl thioether with sulfur outside any ring:
(4) CCc1nc(SCc2cc(Cl)ccc2OC)n[nH]1
(8) O=C(CSc1nnnn1-c1ccccc1)NCc1ccco1
(16) CC(C)c1ccc(NC(=O)CSc2nc3ccsc3c(=O)n2Cc2ccc(C(=O)O)cc2)cc1
(30) CC(C)Sc1ccccc1C(=O)Nc1ccc2c(c1)n(C)c(=O)n2C
assay / compound,4,8,16,30
Tn7 DDE FP,3,4,2,-3
sPLA2-III inh,0,-1,-9,6
PLC-gamma1 inh,6,-4,-2,5
PLC-beta3 inh,4,-1,-12,-7
KLK7 zymogen act,0.5,0.5,0.3,-0.1
Rev-erbA mod,-2,0,-5,-3
ASAP1 GAP inh,5,9,5,9
ARFGAP1 inhibitor,9,11,1,-1
DDE Tn6 FP inh,4,-2,-8,4
UHRF1 MBD2 ctr,1,-1,6,3

# Next section
(33) c1ccc(-n2nnc3cnccc32)cc1
(34) N#C/C(=C\c1cc(Cl)cc(Cl)c1O)C(=O)NC1CCCCC1
(35) Cc1ccc(C(=O)NC2CCCC(C)C2C)cc1S(=O)(=O)N1CCCCC1 (stereo not drawn)
(36) O=C(Nc1ccccc1C(F)(F)F)c1cc2ncc(CCCl)cn2n1
(37) N#Cc1c(N)[nH]c2ccc(Sc3ccccc3)cc12
(38) COc1ccc(OC)c(NC(=O)C2CCN(S(=O)(=O)c3ccc4c(c3)OCCO4)CC2)c1
(39) Nc1nnc(-c2cn(-c3ccccc3)nc2-c2ccccc2)o1
(40) CCC/C=C1/CCCOC(C(=O)NCc2ccccc2)(C(F)(F)F)C1 (stereo not drawn)
assay / compound,33,34,35,36,37,38,39,40
Tn7 DDE FP,-6,-5,0,-1,-6,0,5,-1
sPLA2-III inh,-8,-9,9,-11,-17,-2,-4,7
PLC-gamma1 inh,-2,-46,9,-57,2,-3,-4,-2
PLC-beta3 inh,0,-49,4,-69,3,-5,-6,-2
KLK7 zymogen act,0.4,0.3,0.1,0.1,0.2,0.1,0.7,-0.3
Rev-erbA mod,-2,5,-1,5,2,4,1,1
ASAP1 GAP inh,10,0,-2,-1,1,3,-1,10
ARFGAP1 inhibitor,12,-7,11,-4,22,-6,-1,8
DDE Tn6 FP inh,-9,-1,2,-3,-12,1,2,0
UHRF1 MBD2 ctr,-2,-2,2,3,-1,2,1,-3

(41) CCc1ccc(Nc2nnc(SCC(=O)Nc3cccnc3Cl)s2)cc1
(42) Cc1cc2c(cc1S(=O)(=O)N(C)C1CCCCC1)OCC(=O)N2
(43) Cc1cc(C)c[n+](C(C)C(=O)c2ccc(-c3ccccc3)cc2)c1 (stereo not drawn)
(44) CCCn1c(N)c(N(CCOC)C(=O)c2cc3c(s2)CCC(CC)C3)c(=O)[nH]c1=O (stereo not drawn)
(45) NC(=O)C1CCN(C2CC(=O)N(c3ccc(F)c(Cl)c3)C2=O)CC1 (stereo not drawn)
(46) CCC(C)N=CC1=C(O)C(C(=O)OC)C(C)(C)CC1=O (stereo not drawn)
(47) CC(OC(=O)c1ccc2ccccc2c1)C(=O)N(C)Cc1ccccc1 (stereo not drawn)
(48) COc1ccc(CNC(=O)COC(=O)Cc2ccc(Br)cc2)cc1
assay / compound,41,42,43,44,45,46,47,48
Tn7 DDE FP,0,8,2,-3,-4,1,2,1
sPLA2-III inh,-14,5,14,8,5,-2,-4,7
PLC-gamma1 inh,0,2,-4,1,-6,1,-5,0
PLC-beta3 inh,3,-1,-5,-10,-3,5,-4,-5
KLK7 zymogen act,0.4,0.1,-0.4,1.0,0.6,-0.3,-0.1,0.4
Rev-erbA mod,3,-10,-1,2,-1,-8,3,-1
ASAP1 GAP inh,4,-3,1,-12,-1,12,-3,-8
ARFGAP1 inhibitor,0,-3,-9,-3,7,-1,0,0
DDE Tn6 FP inh,4,0,11,0,-1,7,5,-3
UHRF1 MBD2 ctr,-2,2,-1,0,1,-2,2,-1

(49) Cc1c(NC(=S)N/N=C/c2cc([N+](=O)[O-])ccc2O)c(=O)n(-c2ccccc2)n1C
(50) CC(=O)N1CCOC12CCN(Cc1ccccc1)CC2
(51) Nc1ccc2oc(-c3cccc4ccccc34)nc2c1
(52) Cc1ccc(-n2cc(S(=O)(=O)c3ccc(C)cc3)[nH]c2=O)cc1
(53) CCOC(=O)[C@@H]1[C@H]2COc3ccccc3[C@H]2N2C(=O)N(c3ccc(C)cc3)C(=O)[C@]12C
(54) Cc1ccc(/C=N/n2c(C)cc(C)c(C#N)c2=O)o1
(55) COCCn1c(N)c(Sc2ccccc2[N+](=O)[O-])c(=O)[nH]c1=O
assay / compound,49,50,51,52,53,54,55
Tn7 DDE FP,-1,3,-6,-3,3,1,2
sPLA2-III inh,8,4,-9,-5,-4,0,1
PLC-gamma1 inh,4,3,i,1,1,1,1
PLC-beta3 inh,-4,2,i,-2,-1,1,-7
KLK7 zymogen act,0.3,-0.3,3.4,0.1,1.2,0.9,-0.6
Rev-erbA mod,8,-9,3,2,0,-5,-5
ASAP1 GAP inh,-5,-2,-1,8,-6,4,7
ARFGAP1 inhibitor,2,-5,-11,11,6,4,0
DDE Tn6 FP inh,5,-3,3,3,6,9,-3
UHRF1 MBD2 ctr,-15,0,1,4,9,5,11
